# Screening data (PubChem BioAssay)
# E coli growth: bacterial growth inhibition, counter-screen for AddAB inhibitors; E. coli V3065 growth, OD600 absorbance, 18 h; inhibition, % at 11.9 µM; hit rate 0.27% among 330,000; AID 449728;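 active = inhibition above the campaign's mean inhibition across all tested compounds plus 3 SD, cut at about 9.9% in these data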;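 also: uninfected addAB+ strain grown without phage in ampicillin broth; 0% = DMSO wells and 100% = ciprofloxacin 0.95 µg/ml wells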
# SUMO Mot1 rescue: inhibitors of SUMOylation pathway: yeast Mot1-301 growth rescue | hit rate 1% among 320,000 | S. cerevisiae Mot1-301 growth rescue, ATP luminescence, 38.5C; percent above DMSO median, 100 means doubled | growth rescue, % at 18.8 µM | AID 2716;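 active = every valid replicate shows activation above 250% relative to neutral control wells; inactive = the rest, any valid replicate at or below 250%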;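 also: OY570 slx delta 5 strain wells were the positive control but not used for scaling; some compounds called inactive have numbers as strong as hits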
# Arr AP2 block: blocks beta-arrestin peptide binding to AP2 adaptin | FITC-arrestin peptide / GST-AP2 beads, flow cytometry; AP2 beta2 appendage carries R879A mutation | hit rate 0.31% among 340,000 | inhibition, % at 10 µM;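 active = inhibition above a set limit, near 3 SD of compounds lacking own fluorescence, cut at about 54% in these data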;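 also: plate controls were DMSO wells for no effect and 5 µM unlabelled arrestin peptide for full effect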
#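 Assay system: GST-AP2 R879A bound to glutathione beads, E. coli-expressed; Medium: PBS with 0.05% Tween 20 and 0.1% BSA; Also added: fluorescein-tagged arrestin peptide at 50 nM final; Timing: 12 min plus 1 h, RT; Measured by: flow cytometry, FL1 (488/535 nm); Evaluation: percent drop in bead-associated FITC signal.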
# phage Ecoli inh: E. coli growth loss with phage present | growth absorbance | inhibition, % at 11.9 µM | hit rate 0.26% among 360,000 | AID 651602; in the data active = inhibition above about 11%
# PfHsp90 set2: reduces growth (ATP signal) of yeast expressing P. falciparum Hsp90; S. cerevisiae expressing PfHsp90, BacTiter-Glo ATP, 48 h; yeast lacking PDR1 and PDR3 efflux regulators; inhibition, % at 9.4 µM; hit rate 0.32% among 310,000;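 active = every replicate shows inhibition above about 80%, whatever the replicate mean, limit read from the data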;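 also: 0% = DMSO neutral controls and 100% = 20 µM radicicol positive controls; yeast relying on Plasmodium falciparum Hsp90 in place of its own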
# MOR-DOR inv ag: mu-delta opioid heterodimer inverse agonism; P35372+P41143; cell-based MOR-DOR heterodimer luminescence; inhibition, % at 9.3 µM; hit rate 0.21% among 340,000; in the data active = inhibition above about 22%, passing the limit was not always enough;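 also: 0% = cells with DMSO and 100% = wells without cells with DMSO; values of inactives mirror those of a sister screen read the other way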
# Target sequence (P35372 whole entry, looked up): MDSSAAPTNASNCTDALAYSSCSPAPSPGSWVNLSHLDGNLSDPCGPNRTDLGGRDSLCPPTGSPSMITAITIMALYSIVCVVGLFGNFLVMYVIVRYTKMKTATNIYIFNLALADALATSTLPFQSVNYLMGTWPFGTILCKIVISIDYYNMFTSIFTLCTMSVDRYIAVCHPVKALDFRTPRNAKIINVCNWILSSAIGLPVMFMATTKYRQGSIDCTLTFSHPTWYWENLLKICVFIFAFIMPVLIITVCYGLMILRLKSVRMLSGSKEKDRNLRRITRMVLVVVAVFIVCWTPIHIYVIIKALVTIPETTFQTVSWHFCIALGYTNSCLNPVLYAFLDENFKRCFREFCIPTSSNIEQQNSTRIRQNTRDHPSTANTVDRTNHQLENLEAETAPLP
# Target sequence (P41143 whole entry, looked up): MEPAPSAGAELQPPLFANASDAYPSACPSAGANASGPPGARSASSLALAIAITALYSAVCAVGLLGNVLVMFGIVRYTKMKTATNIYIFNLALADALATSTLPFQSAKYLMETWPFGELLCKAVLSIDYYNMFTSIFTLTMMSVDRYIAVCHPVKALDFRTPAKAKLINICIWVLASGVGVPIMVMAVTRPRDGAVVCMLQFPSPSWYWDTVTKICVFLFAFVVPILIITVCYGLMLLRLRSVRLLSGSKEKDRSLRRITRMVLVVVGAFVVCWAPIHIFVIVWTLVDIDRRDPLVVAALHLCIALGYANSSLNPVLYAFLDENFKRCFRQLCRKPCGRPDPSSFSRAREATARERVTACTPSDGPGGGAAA
# PKA-R1A activ: activates the PKA-R1A holoenzyme complex; P00514+P68181; PKA-R1A dissociation, Cy5-IP20 fluorescence polarization; scaled: DMSO 0%, 113 µM cGMP 100%; activation, % at 11.4 µM; hit rate 0.083% among 340,000;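 active = percent activation above the mean of all tested compounds plus 3 SD, cut at about 19% in these data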;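 also: higher means more PKAc released from R1A so a rise in polarization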
# AddAB inh: less growth of phage-infected E. coli with AddAB | E. coli expressing H. pylori AddAB, absorbance growth | inhibition, % at 11.9 µM | hit rate 0.29% among 330,000 | AID 435030; in the data active = inhibition above about 12%;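 also: 0% = vehicle wells of infected cells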
# MOR-DOR ag: OPRM1-OPRD1 heterodimerization agonism. P35372+P41143. cells, luminescence. activation, % at 9.3 µM. hit rate 0.3% among 340,000. AID 504326; in the data active = activation above about 18%;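 also: 0% = vehicle-treated cells and 100% = reference agonist; values of inactives mirror those of a sister screen read the other way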
# Tat export inh: inhibitors of E. coli Tat protein transport; inhibition, % at 10 µM; hit rate 0.036% among 340,000; E. coli MC4100 TorA-mCherry Tat export, fluorescence;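 active = mean replicate inhibition at least 50% and at least half of replicates individually reaching 50%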;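 also: exported cargo escapes ClpAP degradation while cytoplasmic cargo is degraded and loses fluorescence; 0% = median of neutral control wells and 100% = median of NaSCN control wells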
# Pemphigus Ab inh: human desmoglein-3 autoantibody binding inhibition; P32926; DSG3-coupled beads, scFv-anti-DSG3-GFP binding, flow cytometry; hits give low values; binding (percent of control), % at 10 µM; hit rate 0.48% among 310,000; AID 588358;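 active = binding more than 3 SD below its plate's average and above zero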;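 also: hits lower antibody fragment binding to DSG3; some compounds called inactive have numbers as strong as hits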
# Numbers without * were called inactive; . = not tested or not shown.
SMILES,E coli growth,SUMO Mot1 rescue,Arr AP2 block,phage Ecoli inh,PfHsp90 set2,MOR-DOR inv ag,PKA-R1A activ,AddAB inh,MOR-DOR ag,Tat export inh,Pemphigus Ab inh
COc1cccc(CN(C)CC(=O)Nc2ccccc2C(=O)Nc2ccccc2)c1OC,0.1,-4,12,2.4,21,1,8,5.1,-0.3,7,102
Cc1cc(NC(=O)C(C)SCC(=O)Nc2cccc(S(=O)(=O)N3CCCCCC3)c2)no1 (centres undefined),.,.,1,4.7,-41,10,1,.,-1.9,-5,99
CCN(CC)S(=O)(=O)c1ccc2c(c1)[nH]c(=S)n2CC,-2.3,13,47,1.8,9,0,-3,3.1,-0.1,-5,97
O=C(COC(=O)C1=COCCO1)Nc1ccc2c(c1)OCO2,-2.7,4,7,-0.1,-10,17,-7,0.0,-3.3,1,103
COc1ccc(C(=O)N2CCN(c3ncccn3)CC2)cc1,1.7,-2,30,.,30,9,1,1.4,-2.1,-6,96
Cc1ccsc1CCNC(=O)C1CCC(=O)N(CCc2cccc(F)c2)C1 (centres undefined),2.1,8,-2,3.0,2,5,-6,3.5,-1.1,-1,110
COc1cc(N=Nc2ccc(C(=O)N(C)C)cc2)c(C)cc1N,.,.,-3,-5.4,.,11,1,.,-2.2,-1,93
CCOCCCn1c(-c2ccc(Cl)cc2)n[nH]c1=S,0.3,36,2,1.9,-12,12,-2,2.2,-2.8,-6,99
CCN1CCN(C(=O)c2ccc(CS(=O)(=O)Cc3ccccc3C)o2)CC1,-0.2,2,20,4.2,-9,19,-7,3.6,-3.6,-2,99
COC(=O)C1=C(C)NC(=S)NC1c1ccc(-c2ccccc2C(=O)OC)o1 (centres undefined),0.8,-2,-43,0.0,12,10,4,4.5,-2.2,3,104
O=C(NC(=S)N1CCCc2ccccc21)c1ccc(Cl)cc1,0.7,30,17,2.6,-11,6,-3,6.5,-1.2,-12,101
O=C(N/N=C/c1cc(Br)c(O)c(Br)c1)C1CC1,-1.3,9,0,0.3,17,4,11,-1.0,-0.6,9,101
Cc1c(Cl)cccc1NC(=O)NCc1ccccn1,0.8,-4,-3,-0.4,7,10,4,0.1,-1.8,4,99
O=C(NCc1ccncc1)C(=O)Nc1ccc2c(c1)OCO2,-0.2,800,10,1.2,22,11,-3,2.5,-2.0,2,103
CCCCn1c(-c2nonc2NC(=O)c2ccccc2Cl)nc2ccccc21,.,.,-23,0.8,-11,17,-19,.,-3.3,1,88
CC(C)c1ccc2nc(SCC(=O)NCC3CCCO3)c(C#N)cc2c1 (centres undefined),-0.6,33,12,1.2,-2,1,-14,1.5,-0.2,8,.
COc1ccc(S(=O)(=O)N2CCCCC2)cc1NC(=O)C1CC1,1.2,-7,-6,1.2,-2,13,3,1.6,-3.4,3,98
CCCCOc1ccc(NC(=O)[C@@H]2CCCN2C(=O)C2CCN(S(=O)(=O)c3ccc(C)cc3)CC2)cc1,-0.3,189,24,3.3,-16,0,-4,2.1,0.1,-7,101
O=[N+]([O-])c1ccccc1S(=O)(=O)Oc1ccccc1/C=N/n1cnnc1,1.6,-3,5,3.5,18,-4,-7,6.0,0.7,-6,96
Cc1ccc(CN2CCN(Cc3cnc(N(C)C)s3)CC2CCO)o1 (centres undefined),0.4,-7,-2,-0.1,12,-8,-3,0.3,1.6,4,90
O=C(O)C1CC=CCC1C(=O)N1CCc2ccccc21 (centres undefined),1.6,165,-4,3.0,-2,13,2,3.2,-2.1,0,94
Cc1ccc(Cl)c2c1NC(=O)C2(O)CC(=O)c1ccc(F)cc1 (centres undefined),0.7,-1,-2,1.3,6,15,-8,0.2,-2.6,-7,97
CCCOc1ccccc1C1NC(=O)NC(C)=C1C(=O)OCCOC (centres undefined),0.8,-12,-7,1.1,0,9,10,1.3,-1.6,-4,107
COC(=O)N[C@H](c1ccccc1)[C@@]1(C)C[C@@H]1[C@@H](C)C(=O)Nc1ccc2ccccc2c1,-1.4,141,6,1.0,-13,-11,-3,-1.1,1.9,3,110
O=C(O)c1cccc(N2C(=O)c3cccc4cccc(c34)C2=O)c1,.,-12,-7,1.9,-7,7,-2,.,-1.4,2,96
CSc1ccc(CN(C)CC(=O)Nc2ccc(C)cc2Br)cc1,3.0,-5,7,-0.2,-4,-10,-3,0.7,1.8,0,103
COc1ccc(CNC(=O)CS(=O)CC(=O)O)cc1OC (centres undefined),-0.2,1,-2,3.5,-2,2,-7,-0.3,-0.2,2,93
CCOC(=O)N1CCC(NC(=O)c2ccc3snnc3c2)CC1,-0.2,-21,-1,2.7,19,-2,-10,-2.7,0.4,16,104
Cc1cccc(-c2noc(CN(C)C(=O)c3ccc4c(c3)OCO4)n2)c1,1.9,-12,-5,1.4,-34,4,2,4.7,-0.8,-5,110
COc1ccc(C(=O)NC2CCC(O)CC2)cc1S(=O)(=O)NCc1ccc(Cl)cc1 (centres undefined),-0.5,5,80*,1.0,4,0,6,1.4,0.1,3,108
O=C(CN1C(=O)C(=O)N(C2CCCC2)C1=O)Nc1ccc(F)cc1F,.,.,6,4.0,.,-4,-2,.,0.7,10,104
CCOc1ccc(Br)cc1S(=O)(=O)Nc1cccnc1,-0.9,-16,2,1.8,-9,15,-15,1.2,-2.3,-11,100
CN(C)S(=O)(=O)c1ccc(Cl)c(NC(=O)CSc2nnnn2-c2ccc(O)cc2)c1,.,.,-5,1.1,7,11,2,.,-2.5,-2,100
O=C(CCN1C(=O)c2ccccc2C1=O)Nn1cnnc1,1.1,-7,1,1.6,-35,5,6,0.9,-0.8,-6,104
COc1cc(OC)c(C(=O)NC2CC(C)(C)NC(C)(C)C2)cc1OC,1.9,-13,4,1.1,-1,11,-2,0.3,-1.9,5,102
CCCNS(=O)(=O)c1ccc(CCC(=O)Nc2ccc3c(c2)OCCO3)cc1,0.0,-6,-2,2.7,-8,2,1,1.5,-0.4,-7,101
O=C(Cn1c(=O)cnc2ccccc21)N1CCN(S(=O)(=O)c2cccc([N+](=O)[O-])c2)CC1,1.9,-18,30,2.2,7,-10,-5,1.0,1.8,-7,101
COc1cccc(COC(=O)c2ccc(S(=O)(=O)N3CCC(C)CC3)cc2)c1OC,-0.5,-19,-4,5.1,-8,-3,-11,-3.6,0.4,2,106
O=C(NNC(=O)c1ccccc1F)c1ccc(S(=O)(=O)N2CCCCC2)cc1,-0.8,-6,21,2.9,-1,10,1,0.2,-2.0,2,121
Cc1nn(-c2ccccc2)nc1C(=O)c1c(C)[nH]n(-c2ccccc2)c1=O,-2.8,-22,10,-4.5,11,0,4,-1.3,0.0,-8,102
CC1CCCC(C)N1C(=O)CSc1nnc(NC(=O)Cc2cccs2)s1 (centres undefined),-1.9,14,14,5.0,.,13,9,1.4,-2.2,-8,.
CC(=O)Oc1ccccc1C(=O)Nc1ccccc1C(=O)N1CCCCC1,0.4,-6,12,3.1,-9,5,6,0.8,-0.9,23,99
CSc1cc(-c2ccccc2)n(Cc2ccc(Cl)cc2Cl)c(=O)c1C#N,1.7,1,-3,1.8,13,-1,1,2.9,0.3,-1,.
CCCC(=O)OCC(=O)Nc1ccc(N=Nc2ccccc2)cc1,-0.5,-4,-5,5.3,32,-7,-5,4.0,1.0,1,96
Cn1c(=O)cc(SCC(=O)NCC2CCCO2)c2ccccc21 (centres undefined),1.0,.,21,2.8,-5,6,2,4.3,-1.1,4,101
COc1ccc(CC(=O)NCC2CCCN(Cc3ccccc3Cl)C2)cc1 (centres undefined),.,-15,-11,4.2,3,5,-4,.,-0.9,-2,116
O=C(N/N=C/c1ccccc1F)c1cc2c(ccc3ccccc32)o1,-1.4,3,-3,1.6,-16,-15,-3,1.4,3.8,-6,111
O=C(COC(=O)Cc1ccc(F)cc1)Nc1ccc(Cl)cn1,-0.2,0,-3,1.8,2,-9,-2,1.2,2.3,1,105
CN(CC(=O)Nc1cccc(F)c1)C(=O)CCCc1c[nH]c2ccccc12,1.6,-3,-6,1.6,22,1,-10,-0.6,-0.2,-3,.
O=C(NCc1cccnc1)Nc1cccc([N+](=O)[O-])c1,3.8,-9,-1,1.1,-12,19,-3,-0.6,-3.5,-2,.
O=S(=O)(c1ccccc1)N1CCCCC1CCc1ccccc1 (centres undefined),.,.,6,3.3,.,-22,-7,.,4.1,9,98
CC(=O)c1c(C)[nH]c(C(=O)Nc2ccc(Cl)c(S(=O)(=O)N3CCOCC3)c2)c1C,1.5,-16,6,3.8,3,-9,-2,1.4,1.6,-10,105
CCN(Cc1nc2cc(Cl)ccc2c(=O)[nH]1)C(=O)c1cccc(NC(=O)c2cccs2)c1,-1.2,-2,-1,1.8,3,-5,-1,0.9,1.2,4,96
O=C(N[C@@H](Cc1ccccc1)C(=O)N[C@@H](Cc1ccccc1)C(=O)O)OCc1ccccc1,-0.8,9,0,-0.1,18,5,0,2.0,-0.8,-37,87
COc1ccc(CCNC(=O)Cn2c(=O)n(-c3ccc(F)cc3)c(=O)c3sccc32)cc1OC,.,.,4,3.0,16,5,1,.,-1.1,12,98
O=C(CO/N=C/c1ccccc1)N1c2ccccc2Oc2ccccc21,-1.5,6,8,2.2,-5,-47,-3,-0.5,8.2,2,101
Cc1ccc(-n2c(=S)sc3c(=O)n(-c4ccc(F)cc4)c(SCC(=O)O)nc32)cc1C,-2.1,0,33,1.1,3,7,2,1.7,-1.4,9,95
C=CCC1(CC=C)CCCN1Cc1nc(COc2ccccc2)no1,0.6,-11,0,-3.9,6,-1,0,2.8,0.1,16,180
Cc1oc2c(CN3CCCC3)c(O)ccc2c(=O)c1-c1ccc(Br)cc1,-2.1,5,-3,2.6,4,7,6,0.6,-1.2,-9,122
Cn1c(CO)cnc1SCC(=O)c1ccc(Br)cc1,1.2,-7,-12,1.1,-23,9,12,2.7,-1.6,18,98
CN(Cc1nc(Cc2cccc(F)c2)no1)CC1CCOCC1,2.6,.,-7,3.8,-19,-11,-4,0.4,2.4,-4,115
CCC1CCCCN1CCCNC(=O)c1c(O)nc2c(C)cccn2c1=O (centres undefined),-0.3,3,6,1.2,-1,3,-3,1.8,-0.6,5,102

# Retrieved by structure from the entries so far, two records:
SMILES,E coli growth,SUMO Mot1 rescue,Arr AP2 block,phage Ecoli inh,PfHsp90 set2,MOR-DOR inv ag,PKA-R1A activ,AddAB inh,MOR-DOR ag,Tat export inh,Pemphigus Ab inh
O=C(CO/N=C/c1ccccc1)N1c2ccccc2Oc2ccccc21,-1.5,6,8,2.2,-5,-47,-3,-0.5,8.2,2,101
Cc1oc2c(CN3CCCC3)c(O)ccc2c(=O)c1-c1ccc(Br)cc1,-2.1,5,-3,2.6,4,7,6,0.6,-1.2,-9,122
